Bioassay records as filed in PubChem.
HMGR II inh: blocks class II HMG-CoA reductase of Enterococcus faecalis | purified E. faecalis HMGR, NADPH absorbance 340 nm kinetic | inhibition, % at 10 µM | 0.41% of 190,000 active | AID 1066;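 active means inhibition above a set limit, the median over all tested compounds plus 3 SD, cut at about 9.5% in these data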;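 further: enzyme runs in reverse so mevalonate oxidation gives rising NADPH absorbance; 0% = complete reaction with DMSO and 100% = background rate lacking mevalonate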
TR-FRET SRC-2 ct: flags TR-FRET format artefacts in PPARgamma SRC-2 recruitment agonist screen; TR-FRET ratio at 8 µM; AID 1049; 0.4% of 200,000 active; TR-FRET artefact counter-screen; stronger effect = higher value; in the data active means TR-FRET ratio above about 2000; further: inactives centre near 1500
RAM inhibit: blocks the yeast RAM network. AID 868. inhibition, % at 50 µM. 1.8% of 190,000 active. S. cerevisiae dse1pr::URA3 reporter, 5-FOA growth OD615, 2 d; analog-sensitive cbk1-as2 kinase mutant strain;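 active means inhibition above a set limit, 3 SD over mean compound inhibition, cut at about 8.4% in these data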;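 further: 0% = DMSO-only wells with no growth and 100% = 10 µM 1-NA-PP1 full growth; inhibition rescues growth on 5-FOA so higher OD means more RAM inhibition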
bIAP inhibitor: intestinal alkaline phosphatase (bovine) inhibition. purified bovine IAP, CDP-star luminescence, 30 min. 190,000 tested, under 10 active. inhibition, % at 20 µM;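 active means over 50% inhibition of intestinal alkaline phosphatase at 20 µM in the single-dose screen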
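test system = bovine IAP enzyme | medium = DEA buffer 100 mM, pH 9.8, with MgCl2 1.0 mM, ZnCl2 0.02 mM | detection = luminescence | dosing = single compound dose of 20 µM, 2% DMSO final | incubation = 30 min reaction at room temperature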
S1P3 antagonist: blocks the human S1P3 receptor. Q99500. AID 485. inhibition, % at 4.98 µM. CHO S1P3 NFAT-BLA reporter, FRET fluorescence, antagonist mode. 0.27% of 170,000 active;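 active means inhibition above the plate cutoff, the mean inhibition of test wells on that plate plus 3 SD, cut at about 28% in these data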;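 further: cells challenged with S1P at its EC80 of 0.8 µM; blue over green emission ratio from cleaved BLA substrate after 4 h stimulation; 0% = S1P-stimulated wells and 100% = unstimulated DMSO-only wells; some compounds past the cut are filed as inactive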
Target sequence (Q99500 whole entry, looked up): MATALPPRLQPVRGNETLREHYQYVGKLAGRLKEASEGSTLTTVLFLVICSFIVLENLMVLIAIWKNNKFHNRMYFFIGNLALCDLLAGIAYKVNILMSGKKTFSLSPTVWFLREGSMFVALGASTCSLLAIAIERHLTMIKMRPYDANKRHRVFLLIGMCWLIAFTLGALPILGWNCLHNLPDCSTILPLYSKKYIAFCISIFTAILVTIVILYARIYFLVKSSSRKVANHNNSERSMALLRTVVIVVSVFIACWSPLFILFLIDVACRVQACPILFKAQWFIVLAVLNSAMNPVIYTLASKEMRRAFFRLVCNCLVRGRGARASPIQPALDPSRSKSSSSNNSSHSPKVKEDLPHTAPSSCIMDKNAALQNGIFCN
PPARg SRC1 recr: agonists of human PPARgamma SRC-1 coactivator recruitment. PPARgamma-SRC-1 coactivator recruitment biochemical assay. activation, % at 8 µM. 0.41% of 200,000 active. AID 631; in the data active means activation above about 19%;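 further: 0% = DMSO and 100% = reference agonist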
DTT redox prof: compounds producing H2O2 with reducing agent – biochemical, NIH compound library profiling, artefact control for MLSCN library redox annotation, primary screen; DTT-dependent redox cycling H2O2, phenol red/HRP absorbance; 100% = 100 µM peroxide control, 0% = buffer; activation, % at 10 µM; 0.03% of 200,000 active;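 active means activation of at least 50% relative to the plate's high and low controls in the primary single-dose screen; inactive means activation below 50%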;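 further: compound incubated with DTT at 0.8 mM final as the reducing agent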
ROMK primary: human ROMK K+ channel modulation, primary screen; P48048; Tet-inducible ROMK, thallium flux fluorescence; actives lie on both sides; B-score at 10 µM; 2% of 130,000 active; AID 1918;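 active means signal ratio slope over the read window, or its plate-corrected B-score, at least 3 SD from the plate mean, either direction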;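 further: B-score of the F/F0 ratio slope over 7 to 12 s after thallium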
Target sequence (P48048 whole entry, looked up): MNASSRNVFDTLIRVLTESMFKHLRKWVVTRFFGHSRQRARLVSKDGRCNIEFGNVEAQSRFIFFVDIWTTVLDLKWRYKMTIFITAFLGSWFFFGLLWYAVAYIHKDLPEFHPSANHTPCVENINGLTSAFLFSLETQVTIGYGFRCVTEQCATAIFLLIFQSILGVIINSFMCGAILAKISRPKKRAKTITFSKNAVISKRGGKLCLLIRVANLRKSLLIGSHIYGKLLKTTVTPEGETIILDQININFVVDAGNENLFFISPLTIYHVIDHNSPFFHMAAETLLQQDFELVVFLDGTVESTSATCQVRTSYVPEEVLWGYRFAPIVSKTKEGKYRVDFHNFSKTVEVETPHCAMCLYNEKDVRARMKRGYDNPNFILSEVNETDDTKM
Lmaj promast: reduces viability of Leishmania major promastigotes. inhibition, % at 10 µM. 9% of 200,000 active. resazurin fluorescence viability. AID 1063; in the data active means inhibition above about 50%;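 further: promastigotes grown with compound for 44 hours at 28 °C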
PPARg SRC-2 ag: PPARgamma-driven SRC-2 recruitment agonism | 0.34% of 200,000 active | PPARgamma LBD-SRC-2 recruitment, biochemical | activation, % at 8 µM; in the data active means activation above about 22%;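 further: 0% = vehicle and 100% = reference agonist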
PPARg SRC3 recr: agonists of human PPARgamma SRC-3 coactivator recruitment; P37231; biochemical PPARgamma/SRC-3 coactivator recruitment assay; 0.26% of 200,000 active; activation, % at 8 µM; in the data active means activation above about 23%;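 further: 0% = DMSO and 100% = reference agonist; some compounds past the cut are filed as inactive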
An asterisk follows results filed as active; . = no result given.

SMILES	HMGR II inh	TR-FRET SRC-2 ct	RAM inhibit	bIAP inhibitor	S1P3 antagonist	PPARg SRC1 recr	DTT redox prof	ROMK primary	Lmaj promast	PPARg SRC-2 ag	PPARg SRC3 recr
COc1ccc(NC(=O)c2cccc(Cn3cc(Br)c([N+](=O)[O-])n3)c2)c(C)c1	0	1530	8.3	-4	-28	7	-0.2	.	5	-2	1
Cc1noc(C)c1COC(=O)CCc1nc2ccccc2c(=O)[nH]1	-3	1637	3.6	4	-9	-1	1.1	0.72	-3	3	6
CSc1ncccc1C(=O)OCc1ccc(C#N)cc1	1	1511	1.4	14	.	2	-0.1	0.18	-14	2	-6
CCNC(=S)N/N=C/c1ccc(OCC(=O)Nc2ccc(OC)cc2)c(OC)c1	-1	1650	5.2	-7	-9	5	-0.2	1.5	-4	11	5
CC(C)(C)OC(=O)NCCc1nnc(SCC(N)=O)o1	-3	1351	2.3	11	-39	-7	0.7	.	-6	-13	-9
O=C1C=C(Nc2ccccc2)CC(c2ccccc2)C1 (centres undefined)	-1	1538	0.5	15	-19	2	-0.8	-0.028	11	4	0
Cc1nc(NC(=O)c2oc3ccccc3c2C)sc1C(=O)N(C)C	-6	1577	1.8	-15	-20	3	2.3	.	3	0	-12
CN(C)/C=N/c1sc2c(c1C(N)=O)CCCC2	-1	1473	0.9	-7	-12	5	-0.1	1.3	0	1	1
Cn1ccc(C(=O)Oc2ccc(C(=O)Nc3ccc(F)cc3F)cc2)n1	4	1284	3.4	-11	-3	-8	0.0	-1.2	-7	-1	-2
CCNC(=O)CN(c1ccc(Cl)cc1)S(=O)(=O)c1ccccc1	-4	1562	1.6	2	.	1	0.1	-0.9	-4	10	-2
O=C(CSc1nc2c(sc3ccccc32)c(=O)n1Cc1ccco1)NCC1CCCO1 (centres undefined)	-1	1463	0.6	18	8	-7	3.1	.	-3	5	-7
Cc1cc2cc(CNC(=O)CC(C)C)ccc2n1C	-2	1691	3.2	0	1	3	0.0	-0.61	-2	3	-2
COc1ccc(CC(=O)OCC(=O)Nc2c(C)n(C)n(-c3ccccc3)c2=O)cc1	-1	1508	0.5	2	.	-8	-2.3	0.45	26	-3	-9
Cc1oc(-c2ccc(Cl)cc2)nc1CN1CCC(C(=O)NCc2cccnc2)CC1	8	1698	1.4	-16	-9	1	1.4	.	0	1	3
O=C(COc1cccc(-n2cnnn2)c1)NC1CCCCC1	2	1497	3.1	-16	-13	0	-0.1	0.44	-4	-1	-4
c1ccc2c(-n3cccn3)cccc2c1	2	1404	1.1	21	-13	2	0.5	.	31	-2	8
CCN(CC)C(=O)Cn1c(=O)n(-c2ccc(CC(=O)NCc3ccccc3)cc2)c(=O)c2sccc21	-4	1588	0.5	-4	-15	-6	-0.2	0.23	4	6	3
COC(=O)c1cc(OC)c(OC)cc1NC(=O)C1CCC(=O)N1S(=O)(=O)c1ccc(C)cc1 (centres undefined)	-3	1582	0.9	8	5	2	1.3	.	41	5	7
C=CCn1c(=N)c(C(=O)NCCCOC)cc2c(=O)n3cc(C)ccc3nc21	-1	1790	0.4	5	-4	10	-0.8	.	16	9	9
Cc1cccc(C)c1-n1c(C)nn(CC2CC2)c1=O	-3	1667	-0.4	-6	-16	4	-1.4	0.51	-3	3	0
Cc1ccccc1C(=O)NC1CC(C)(C)NC(C)(C)C1	-2	1532	2.4	.	-20	4	1.1	0.44	-5	5	1
O=C(CN1C(=O)c2ccccc2C1=O)NNC1=NS(=O)(=O)c2ccccc21	-5	1497	0.3	10	-2	-4	1.6	-0.39	61*	6	1
CS(=O)(=O)N(CC(N)=O)c1cccc(Br)c1	17*	1706	0.4	8	.	3	-0.3	.	-3	9	6
O=C(C1CCC(=O)N1Cc1cccnc1)N1CCN(c2ccc(F)cc2)CC1 (centres undefined)	2	1620	-1.2	12	-4	-1	-0.7	.	-5	-5	-2
COc1cccc(Cn2c(=S)[nH]c3ccc(N4CCOCC4)cc3c2=O)c1	-7	1366	2.7	-4	.	4	-1.1	-0.99	-7	3	5
CCN(CC)S(=O)(=O)c1cccc(-c2nnc(SCC(=O)c3cc(C)n(C)c3C)o2)c1	1	1432	3.5	10	2	10	-0.8	-0.63	0	-4	1
CCCS(=O)(=O)NCCc1cc2c(OC)ccc(OC)c2[nH]c1=O	-2	1719	0.3	4	-1	9	2.2	.	-2	1	11
CCC(=O)Nc1ccc(NC(=S)NC(=O)c2oc3ccccc3c2C)cc1	-3	1679	4.0	6	-31	1	-0.5	1.2	3	0	-4
CCOc1c(Cl)cc(CNc2ccc(S(N)(=O)=O)cc2)cc1OC	0	1618	-0.5	-57	-3	1	-0.8	-0.83	3	4	0
COc1cccc(OC)c1OCCCCN1CCCC1	-3	1739	0.4	4	18	7	-0.3	.	66*	0	5

12 compounds already listed, arranged by heavy-atom count, highest first:
SMILES	HMGR II inh	TR-FRET SRC-2 ct	RAM inhibit	bIAP inhibitor	S1P3 antagonist	PPARg SRC1 recr	DTT redox prof	ROMK primary	Lmaj promast	PPARg SRC-2 ag	PPARg SRC3 recr
CCN(CC)C(=O)Cn1c(=O)n(-c2ccc(CC(=O)NCc3ccccc3)cc2)c(=O)c2sccc21	-4	1588	0.5	-4	-15	-6	-0.2	0.23	4	6	3
O=C(CSc1nc2c(sc3ccccc32)c(=O)n1Cc1ccco1)NCC1CCCO1 (centres undefined)	-1	1463	0.6	18	8	-7	3.1	.	-3	5	-7
Cc1oc(-c2ccc(Cl)cc2)nc1CN1CCC(C(=O)NCc2cccnc2)CC1	8	1698	1.4	-16	-9	1	1.4	.	0	1	3
CCNC(=S)N/N=C/c1ccc(OCC(=O)Nc2ccc(OC)cc2)c(OC)c1	-1	1650	5.2	-7	-9	5	-0.2	1.5	-4	11	5
O=C(CN1C(=O)c2ccccc2C1=O)NNC1=NS(=O)(=O)c2ccccc21	-5	1497	0.3	10	-2	-4	1.6	-0.39	61*	6	1
Cn1ccc(C(=O)Oc2ccc(C(=O)Nc3ccc(F)cc3F)cc2)n1	4	1284	3.4	-11	-3	-8	0.0	-1.2	-7	-1	-2
CCOc1c(Cl)cc(CNc2ccc(S(N)(=O)=O)cc2)cc1OC	0	1618	-0.5	-57	-3	1	-0.8	-0.83	3	4	0
O=C(COc1cccc(-n2cnnn2)c1)NC1CCCCC1	2	1497	3.1	-16	-13	0	-0.1	0.44	-4	-1	-4
O=C1C=C(Nc2ccccc2)CC(c2ccccc2)C1 (centres undefined)	-1	1538	0.5	15	-19	2	-0.8	-0.028	11	4	0
Cc1cccc(C)c1-n1c(C)nn(CC2CC2)c1=O	-3	1667	-0.4	-6	-16	4	-1.4	0.51	-3	3	0
CN(C)/C=N/c1sc2c(c1C(N)=O)CCCC2	-1	1473	0.9	-7	-12	5	-0.1	1.3	0	1	1
CS(=O)(=O)N(CC(N)=O)c1cccc(Br)c1	17*	1706	0.4	8	.	3	-0.3	.	-3	9	6

(cont.)
SMILES	HMGR II inh	TR-FRET SRC-2 ct	RAM inhibit	bIAP inhibitor	S1P3 antagonist	PPARg SRC1 recr	DTT redox prof	ROMK primary	Lmaj promast	PPARg SRC-2 ag	PPARg SRC3 recr
COc1nnc(OC)c2ccccc12	-4	1784	2.0	-8	-28	17	-1.0	.	0	9	-1
CCOC(=O)c1nnc(-c2ccccc2)nc1NCc1ccc(Cl)cc1	-6	1830	10*	1	.	0	1.4	.	-3	16	13
CCCC(=O)Nc1ccc2oc(-c3cncc(Br)c3)nc2c1	-1	1411	2.2	-12	2	1	-0.3	.	-3	-2	3
CCOC(=O)c1cnc(SCC(=O)Nc2cccc(OC)c2)nc1N	1	1364	0.5	29	.	1	0.1	0.14	36	-1	-14
O=C(Nc1nc2ccccc2n1CCN1CCCCC1)c1ccco1	0	1400	2.1	-22	-25	-3	2.6	-0.14	0	5	8
CCN1CCN(c2ccc(NC(=O)c3ccc4c(c3)[nH]c(=O)n4Cc3ccc(OC)cc3)cc2)CC1	-1	1605	2.4	-17	0	3	-0.1	-0.2	-6	8	0
Cc1cc(NC(=O)CCCC(=O)N(CC(=O)NC2CCCCC2)c2ccccc2)no1	-1	1339	0.1	-5	-2	-2	-0.2	-0.56	1	-3	5
Cc1cnc(NC(=O)CSc2ncn(-c3ccccc3)n2)s1	-5	1510	1.0	-3	.	-7	2.1	.	10	-15	-3
O=C(O)C1CCCCC1C(=O)OCCCCOC(=O)C1CCCCC1C(=O)O (centres undefined)	0	1570	1.0	18	-29	9	1.7	0.63	-7	4	2
COc1ccccc1OCc1ccc(C(=O)N2N=C(C(F)F)CC2(O)C(F)F)o1 (centres undefined)	-5	1610	0.1	20	.	4	-1.8	-0.59	-10	6	-1
O=C(NC(=S)Nc1ccc(CN2CCOCC2)cc1)c1cccc([N+](=O)[O-])c1	-2	1391	1.8	-4	0	-4	-0.3	0.28	19	7	0
C=CCOc1ccccc1CN1CCC(CO)(CCOc2ccccc2)CC1	-2	1601	1.4	-3	-7	-3	-1.0	-2	22	-2	-2
C/C(=N\Nc1ccc(C(=O)O)cc1)c1nc2ccccc2n1C	1	1451	1.5	11	-23	-2	0.6	-0.045	-6	0	-5
OC(COc1c(Cl)cc(Cl)cc1Cl)CN1CCCCC1 (centres undefined)	-2	1664	-1.0	14	-26	9	-0.2	-2.4	97*	5	-6
O=C(Nc1ccc2c(c1)C(=O)N(C1CCCCC1)C2=O)C1CCCO1 (centres undefined)	-2	1619	-0.7	10	29	1	16	-0.2	-2	-1	7
CCc1ccc(C2CC(c3ccco3)=NN2S(C)(=O)=O)cc1 (centres undefined)	4	1746	0.6	1	.	2	-0.1	-1.5	2	4	2
COCCN1CCN(Cc2cn(C)nc2-c2cccc(Cl)c2)CC1	-3	1440	-0.8	4	4	0	-0.4	-0.84	-1	-6	-4
Cc1ccc(NC(=O)c2cc(-c3cccs3)on2)cc1	-2	1580	2.6	34	.	5	0.7	0.87	-3	13	-4
CCn1c(SCC(=O)c2cccs2)nnc1-c1ccco1	-1	1635	1.8	16	-28	3	1.5	.	-1	-2	9
COCCCNC(=S)NC1CC2CCCC(C1)N2Cc1ccco1 (centres undefined)	-1	1497	1.4	12	.	2	1.5	.	0	5	1
COc1cccc(-n2nc(C(C)=O)c(C#N)c2-c2ccco2)c1	-5	1706	5.1	-13	-2	7	-0.5	0.89	-5	-2	3

Compounds were not picked by outcome; overall some 13% were active at least once.
